DRD3 agonist = agonists of human D3 dopamine receptor. actives 0.58% (n = 410,000). P35462. max activation, %. AID 652048. D3R DiscoveRx beta-arrestin cells, luminescence, 90 min; in the data active = max activation above about 30%; note: 0% is about no effect; mostly tested at two doses, the higher about 12 µM
Target sequence (P35462 whole entry, looked up): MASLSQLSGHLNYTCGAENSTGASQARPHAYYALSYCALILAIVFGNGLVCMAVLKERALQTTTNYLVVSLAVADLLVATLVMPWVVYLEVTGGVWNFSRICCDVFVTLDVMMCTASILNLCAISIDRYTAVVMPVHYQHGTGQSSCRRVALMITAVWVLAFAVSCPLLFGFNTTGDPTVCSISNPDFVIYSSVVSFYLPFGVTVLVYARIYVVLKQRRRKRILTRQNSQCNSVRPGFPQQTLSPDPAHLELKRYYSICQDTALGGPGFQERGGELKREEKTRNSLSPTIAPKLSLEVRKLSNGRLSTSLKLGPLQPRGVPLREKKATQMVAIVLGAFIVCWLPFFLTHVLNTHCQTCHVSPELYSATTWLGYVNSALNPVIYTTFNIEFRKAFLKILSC
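Agonist mode: compounds and dopamine controls were applied to plated cells for 90 min at 37 degrees C after an overnight attachment at 1500 cells/well. Luminescent read-out followed 30 - 60 minutes at room temperature with DiscoveRx detection reagent.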
HT1080 IDH1KD tx = HT-1080 IDH1 knockdown cell toxicity (counter line); HT-1080 IDH1 knockdown viability, ATP luminescence, 48 h; Potency, µM (titrated, usually from 46.1 µM), without a hit: at the highest dose activity, negative = toxicity, most hits filed as cytotoxic; actives 2% (n = 360,000); AID 686971;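 note: potency is the fitted concentration of half-maximal effect; 0% = DMSO wells and -100% = cell-free medium wells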
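Luminescent ATP read-out (CellTiter-Glo, 10 min at room temperature) after 48 h compound exposure at 37 °C gave viability of IDH1-knockdown HT-1080 cells. Activity was normalised to DMSO and cell-free wells, then fitted as concentration-response curves.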
KB-3-1 cytotox = kills parental KB-3-1 adenocarcinoma cells; actives 1.4% (n = 400,000); Potency, µM (doses to about 46.1 µM), for the others: at the top dose activity change, negative = cytotoxic, actives largely listed as cytotoxic; KB-3-1 viability, CellTiter-Glo ATP luminescence, 72 h; note: potency is the fitted concentration of half-maximal effect; % is set by controls: 0 for no effect and ±100 for the full control effect; nearly all actives have a fitted effect of over 60% in size
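Here the drug-naive KB-3-1 line serves as comparator for MDR sub-line selectivity; cells received compound titrations, 72 h at 37 °C, then CellTiter-Glo readout.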
DRD3 antagonist = blocks the human D3 dopamine receptor; actives 2.5% (n = 360,000); max response, negative = inhibition, %; D3R cells, DiscoveRx beta-arrestin luminescence, antagonist mode; hits give low values; AID 652054; P35462; in the data active = max response below about -50%; inconclusive = no clear call, values can overlap the other calls; note: % is set by controls: 0 for no effect and ±100 for the full control effect; mostly tested at two doses, the higher about 12 µM
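Cells plated overnight at 1500 cells/well, then exposed to library compounds with dopamine controls for 90 minutes at 37 degrees C. DiscoveRx reagent added for 30–60 minutes at room temperature; luminescence read, quantitative HTS format.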
IL-1B inflam inh = inflammasome signaling inhibition, IL-1 beta readout | activity change, % at 57.5 µM | THP-1 LPS/ATP IL-1B secretion, AlphaLISA, 16 h; hits give low values | actives 4.7% (n = 360,000); in the data active = activity change below about -50%; inconclusive = mostly about -30% to -49%; note: % is set by controls: 0 for no effect and ±100 for the full control effect
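Secreted IL-1B measured by AlphaLISA bead assay after 16 h compound exposure of THP-1 cells; compounds (final up to 57.5 uM) added 1 h before LPS (250 ng/mL) and ATP (1.25 mM) stimulation; lower signal means less secretion.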
GLP-1R agonist = GLP-1 receptor (human) agonism | actives 0.007% (n = 380,000) | P43220 | Potency, µM (titrated, usually from 45.6 µM), inactives show at the highest dose activation, most hits filed as activators | HEK293 GLP-1R CRE-luciferase, luminescence, 4-6 h; cells express a hypersensitive GLP-1R form; note: potency is the fitted concentration of half-maximal effect; % of control where 0% means no effect
Target sequence (P43220 whole entry, looked up): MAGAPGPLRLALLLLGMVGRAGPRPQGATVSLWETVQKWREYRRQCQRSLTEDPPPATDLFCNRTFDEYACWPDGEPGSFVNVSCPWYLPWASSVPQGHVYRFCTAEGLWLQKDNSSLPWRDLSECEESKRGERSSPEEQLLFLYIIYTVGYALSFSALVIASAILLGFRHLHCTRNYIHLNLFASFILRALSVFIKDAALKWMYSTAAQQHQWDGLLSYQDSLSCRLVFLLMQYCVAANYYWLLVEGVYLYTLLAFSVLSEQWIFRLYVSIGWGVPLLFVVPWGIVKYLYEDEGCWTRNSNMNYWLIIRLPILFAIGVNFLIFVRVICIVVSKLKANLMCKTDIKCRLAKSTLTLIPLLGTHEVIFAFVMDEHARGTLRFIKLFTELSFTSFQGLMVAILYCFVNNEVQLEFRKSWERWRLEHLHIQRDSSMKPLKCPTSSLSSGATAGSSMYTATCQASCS
HT1080NT lethal = kills 2HG-producing HT-1080-NT fibrosarcoma cells; HT-1080-NT fibrosarcoma viability, CellTiter-Glo ATP luminescence, 48 h; actives 1.6% (n = 360,000); Potency, µM (top dose mostly 46.1 µM), without a hit: at the highest dose activity, negative = less viability, actives largely listed as cytotoxic;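 note: NT is the 2HG producing partner of a matched IDH1 knockdown line; potency is the fitted concentration of half-maximal effect; 0% = DMSO-treated cells and -100% = media-only wells without cells; nearly all actives have a fitted effect of over 55% in size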
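Viability of the 2HG-overproducing fibrosarcoma line after 48 hours of compound exposure at 37 degrees C was determined by luminescence with CellTiter-Glo, and concentration-effect curves were then fitted and categorized.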
KB-V1 MDR tox = kills drug-selected multidrug resistant KB-V1 cells | KB-V1 MDR cells viability, CellTiter-Glo, 72 h | Potency, µM (top dose mostly 46.1 µM), inactives show top-dose activity change, negative = cytotoxicity, usual class: cytotoxic | actives 3.4% (n = 400,000) | AID 1347076; note: potency is the fitted concentration of half-maximal effect; % is set by controls: 0 for no effect and ±100 for the full control effect; nearly all actives have a fitted effect of over 60% in size
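Cytotoxicity toward P-gp-expressing KB-V1 cells was determined as loss of CellTiter-Glo luminescence after 72 h at 37 degrees C. Compounds were tested in quantitative HTS format across a concentration range, with curves fitted to normalized data.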
SW480 rereplic = DNA re-replication induction in SW480 cells | actives 1.8% (n = 340,000) | SW480 DNA re-replication, Hoechst DNA content imaging, 48 h | Potency, µM (top dose mostly 46.1 µM), for the others: at the top dose re-replication activation, actives largely listed as activators; note: potency is the fitted concentration of half-maximal effect; % of control where 0% means no effect; nearly all actives have a fitted effect of over 55% in size
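Per well, 250 cells were exposed to pinned compound for 48 hr. Nuclear DNA was visualised with Hoechst (40 min, 37 C) and total object intensity recorded by fluorescence scanning.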
Numbers without * were called inactive; ? = inconclusive; . = no result given; [ ] = remark or other dose. Unless noted, calls come from the whole dose curve; as a rule, active = well fitted curve in the direction sought with a large enough effect; inconclusive = small, poorly fitted or top-dose-only effect, or another doubt; inactive = no such curve, though single readings can be large; an effect the other way counts as inactive or inconclusive.

SMILES | DRD3 agonist | HT1080 IDH1KD tx | KB-3-1 cytotox | DRD3 antagonist | IL-1B inflam inh | GLP-1R agonist | HT1080NT lethal | KB-V1 MDR tox | SW480 rereplic
O=C(CSc1n[nH]c(-c2ccncc2)n1)Nc1ccccc1C(F)(F)F | -3.0 | 4.6% | 2.7% | -16.9 | 32.4 | 7.9% | 5.8% | 0.0% | -19.0%
CCOC(=O)C1=NNC(C(=O)c2ccccc2)C1c1ccc(Cl)cc1 (centres undefined) | -5.9 | -11.3% | -2.3% | -6.2 | -8.7 | 11.3% | -1.1% | 0.5% | 5.6%
C=CCNC(=O)/C(C#N)=C/c1cn(-c2ccccc2)nc1-c1cccs1 | 6.3 | -12.9% | -25.2% | -1.2 | -9.2 | 12.6% | -21.9% | ? | -34.9%[inhibitor]
N#C/C(=C\c1cccs1)C(=O)Nc1nccs1 | -0.7 | -0.1% | 12.3% | -8.1 | 2.1 | 2.6% | 9.9% | 9.3% | 1.9%
CCOC(=O)C1CCN(c2ncnc3c2cnn3-c2ccc(OC)cc2)CC1 | 32.9* | -24.3% | -11.5% | 16.6 | 17.5 | 7.6% | -3.2% | 19.8% | -1.7%
COc1ccc(C(=O)C(Sc2nnc(C)c(=O)[nH]2)c2ccc(OC)cc2)cc1 (centres undefined) | -6.7 | -1.5% | -2.1% | -8.4 | 20.6 | -1.8% | -0.5% | -4.2% | -2.6%
CCCC(=O)N=C1SC2CS(=O)(=O)CC2N1c1ccc(CC)cc1 (centres undefined) | 8.2 | 10.1% | 17.3% | -3.9 | -3.8 | -3.1% | 4.6% | -15.3% | -9.1%
Cc1ccc(N2C(=O)C3CCCN3C2=S)c(C)c1 (centres undefined) | -5.3 | 4.0% | ? | 8.0 | -3.5 | -2.9% | 1.7% | 3.1% | -0.3%
O=C(NC1CC1)c1ccc(-c2nc3ccccc3s2)s1 | -0.3 | -11.8% | -16.8% | 2.2 | 19.8 | -27.6% | -10.9% | -17.8% | -2.5%
N#Cc1nc(-c2cccc3ccccc23)oc1NCCN1CCOCC1 | -3.8 | 2.2% | -23.8% | -22.8 | -17.7 | 17.0% | -22.3% | -7.3% | ?
c1ccc(COn2c(-c3ccccc3)nc3c2CCc2nonc2-3)cc1 | -3.1 | -15.7% | -6.9% | 5.6 | 1.8 | -5.9% | 1.8% | -17.8% | 1.6%
Cc1ccc2nc(-c3ccc(O)cc3)oc2c1 | 4.6 | -6.8% | -2.5% | 6.1 | -18.4 | 3.2% | ? | -17.6% | -2.1%[1.84 µM]
O=C(O)c1cccc(S(=O)(=O)NCc2cccs2)c1 | 7.6 | 9.2% | 16.8% | 13.6 | 28.3 | -7.3% | 18.1% | 6.3% | -1.9%[9.22 µM]
CCC1(c2ccccc2)NC(=O)N(CC(=O)NNC(=O)COc2ccc(Cl)cc2C)C1=O (centres undefined) | 10.3 | -15.7% | -6.8% | -1.0 | -10.4 | -10.5% | -0.9% | -3.4% | -2.3%
O=C1C=C(c2cc(C(F)(F)F)cc(C(F)(F)F)c2)C[C@@H](c2ccc(Cl)cc2)C1 | 6.2 | 3.6% | -2.2% | 8.6 | -6.5 | 12.2% | 3.2% | 2.4% | -6.3%[9.22 µM]
O=C(COc1ccccc1)N1CCN=C1SCc1cccnc1 | -7.1 | -26.7% | -8.2% | -12.4 | -1.4 | 0.6% | -10.1% | 1.2% | -3.6%
CCn1c(SCC(=O)Nc2ccc(N3CCOCC3)cc2)nnc1C1CC1 | 1.8 | 1.4% | 14.1% | 9.4 | 2.5 | -2.0% | 0.8% | 29.8% | 6.5%
CCCn1c(SCC(=O)Nc2ccc(OCC)cc2)nnc1C(C)C | -1.5 | 15.7% | -6.2% | 6.9 | -5.0 | 3.0% | 13.3% | -6.8% | -3.5%
O=C(Cc1ccccc1)NCCc1cn2ccsc2n1 | 2.8 | 5.9% | -1.1% | 1.2 | 14.6 | -5.3% | 9.1% | 5.1% | -7.5%
O=C(CN(C(=O)Cn1nnc(-c2ccc(F)cc2)n1)c1ccc(F)cc1)NC1CCCC1 | -1.1 | 4.0% | 6.5% | 18.1 | -10.4 | 7.3% | -16.8% | -4.7% | -65.9%
CC1=C(C(=O)N(C(C)C)C(C)C)CC(CC(=O)NC(c2ccccc2)c2ccccc2)C(=O)N1CCCN1CCCC1=O (centres undefined) | -4.4 | 5.4% | 0.1% | -6.4 | -10.2 | -9.0% | 22.8% | 23.1% | .
CCCN1C(=O)/C(=C\c2ccncc2)SC1=Nc1ccccc1 | -1.9 | -13.1% | 1.4% | -21.5 | -98.3* | 3.9% | -11.3% | ? | -9.0%
Cc1ccc(OCc2nc(-c3ccc(-n4cccc4)cc3)no2)cc1C | -5.6 | -2.3% | 1.5% | ? | -0.9 | 3.3% | -1.0% | 1.8% | -4.1%
S=c1[nH]nc(COc2ccccc2)n1/N=C/c1ccc(Br)s1 | -4.1 | 16.3% | -2.7% | -24.5 | 0.0 | -1.3% | -1.4% | ? | -5.7%
O=C(CCCCC(=O)NC1CCCC1)NC1CCCC1 | 0.8 | 15.6% | -0.1% | 10.8 | 11.6 | -2.4% | 15.3% | -2.0% | 0.1%
CCOC(=O)C1(P(=O)(c2ccc(Cl)cc2)c2ccc(Cl)cc2)CCC1 | 2.5 | -16.4% | 7.5% | -17.7 | -7.4 | 3.9% | -13.0% | -13.0% | -2.0%
COc1ccc(C(=O)NNC(=O)c2ccc(C(C)(C)C)cc2)cc1 | 18.2 | 13.2% | -15.0% | 10.0 | -2.1 | 7.2% | -12.8% | ? | -14.8%
CCN(CC(=O)Nc1c(F)cccc1F)C(=O)c1ccccc1F | -3.3 | 6.8% | -0.5% | -11.9 | -12.2 | -2.3% | 2.7% | 14.4% | -0.9%
C[C@H](NC(=O)OC(C)(C)C)c1nnc(SCc2ccc(Cl)cc2Cl)o1 | -10.0 | . | ? | . | . | 7.4% | . | 18.4µM* | .
CCOc1ccc(C(=O)Nc2ccccc2CC)cc1[N+](=O)[O-] | 2.3 | -0.3% | 0.6% | 22.9 | -4.3 | 11.6% | -0.2% | -13.1% | -4.4%
CC12CCC(C(=O)NCc3ccco3)(OC1=O)C2(C)C (centres undefined) | 7.2 | 2.0% | -2.4% | 4.0 | -9.1 | 13.1% | 3.6% | -10.5% | -4.3%
Cc1cc(C)c(-n2[nH]nnc2=S)c(C)c1 | -1.1 | 1.1% | 2.3% | 2.3 | 0.0 | -6.4% | 8.5% | 2.4% | 2.8%
O=C1N(Cc2ccc(F)cc2)CCN1c1ccc(F)cc1 | -1.7 | 0.6% | -3.4% | -5.0 | -9.4 | -1.9% | 0.3% | -2.3% | 0.9%
CCN(CC)c1ccc(/C=C(/C#N)C(=O)NCc2ccccc2)o1 | -26.4 | 6.7% | -2.2% | -28.1 | ? | 18.3% | 8.9% | 0.0% | 19.9%
Cc1ccc2nc(-c3ccco3)c(Cc3cccc(F)c3)n2c1 | -4.7 | ? | -24.0% | -4.2 | ? | -0.5% | ? | -19.6% | .
CC1(NC(=O)NCc2ccccc2)CCS(=O)(=O)C1 (centres undefined) | 0.3 | 8.5% | 0.9% | -1.6 | 13.7 | 5.7% | 5.8% | 12.1% | -73.8%[inhibitor]
O=C(COc1ccc(Br)cc1)Nc1ccncc1 | -1.9 | -2.6% | 0.0% | 19.3 | -8.9 | 4.1% | -9.0% | 13.7% | 3.6%
Cc1cc(C)n2nc(SC(C)C(=O)N3CCCC3)nc2n1 (centres undefined) | 10.7 | 5.3% | -10.1% | 20.4 | -2.3 | 9.7% | 0.2% | -4.6% | -10.1%
COc1ccc2nc(C)cc(Nc3ccccc3O)c2c1 | -1.9 | -7.9% | 1.6% | -1.9 | ? | -1.0% | -9.8% | ? | 3.9%
COc1ccccc1C(=O)N/C(=C\c1cn(C)c2ccccc12)C(=O)N1CCOCC1 | 1.5 | -7.4% | -6.1% | -3.9 | -27.3 | 17.7% | -2.2% | -11.5% | -5.2%
CCOc1ccc2oc(C(=O)OCC(=O)NC3CCCC3)c(C)c2c1 | -0.8 | 2.6% | -19.9% | -7.4 | 14.1 | -2.8% | -5.3% | 1.0% | -0.5%
COc1ccc(C(=O)Nc2ccc(-c3cn4ccsc4n3)cc2)cc1S(=O)(=O)N1CCOCC1 | 2.1 | -17.3% | ? | 13.8 | 43.6 | -17.5% | 0.0% | 1.0% | -4.5%
COc1ccccc1CCNC(=O)CSc1nc(-c2ccco2)cc(C(F)(F)F)n1 | -3.9 | -1.4% | 4.0% | ? | -2.9 | 3.1% | 6.9% | ? | -7.4%
COc1cccc(N2C(=O)C(CC(=O)Nc3ccc(F)cc3)N(C3CCCCC3)C2=O)c1 (centres undefined) | -5.6 | 2.9%[9.24 µM] | -3.9% | 4.7 | 3.7 | -18.9% | -5.7% | ? | -6.7%
NC(=O)CC(NC(=O)Cc1ccc(Br)cc1)c1ccc(N2CCCCCCC2)c([N+](=O)[O-])c1 (centres undefined) | -19.0 | -11.6% | 1.7% | ? | -2.0 | -0.6% | -21.7% | -1.6% | 12.2%
CCc1ccc(CN2CCC(n3nccc3NC(=O)c3ccccc3C)CC2)cc1 | 8.1 | -22.5% | ? | 21.4 | -18.7 | 1.8% | 2.3% | 0.0% | 24.8%
COc1ccccc1NS(=O)(=O)c1ccc(OC)c(OC)c1 | 2.0 | -0.6% | 23.5% | 5.7 | -8.2 | -2.8% | 9.6% | 10.1% | -1.4%

Screening data as filed in PubChem BioAssay.
